Bioassay records as filed in PubChem.
TcdB inh – blocks C. difficile toxin B glycohydrolase activity; TcdB glycohydrolase enzymatic assay, plate reader; inhibition, % at 9.99 µM; hit rate 0.24% among 350,000; AID 652162; in the data active = inhibition above about 10%
Target sequence (P18177 whole entry, looked up): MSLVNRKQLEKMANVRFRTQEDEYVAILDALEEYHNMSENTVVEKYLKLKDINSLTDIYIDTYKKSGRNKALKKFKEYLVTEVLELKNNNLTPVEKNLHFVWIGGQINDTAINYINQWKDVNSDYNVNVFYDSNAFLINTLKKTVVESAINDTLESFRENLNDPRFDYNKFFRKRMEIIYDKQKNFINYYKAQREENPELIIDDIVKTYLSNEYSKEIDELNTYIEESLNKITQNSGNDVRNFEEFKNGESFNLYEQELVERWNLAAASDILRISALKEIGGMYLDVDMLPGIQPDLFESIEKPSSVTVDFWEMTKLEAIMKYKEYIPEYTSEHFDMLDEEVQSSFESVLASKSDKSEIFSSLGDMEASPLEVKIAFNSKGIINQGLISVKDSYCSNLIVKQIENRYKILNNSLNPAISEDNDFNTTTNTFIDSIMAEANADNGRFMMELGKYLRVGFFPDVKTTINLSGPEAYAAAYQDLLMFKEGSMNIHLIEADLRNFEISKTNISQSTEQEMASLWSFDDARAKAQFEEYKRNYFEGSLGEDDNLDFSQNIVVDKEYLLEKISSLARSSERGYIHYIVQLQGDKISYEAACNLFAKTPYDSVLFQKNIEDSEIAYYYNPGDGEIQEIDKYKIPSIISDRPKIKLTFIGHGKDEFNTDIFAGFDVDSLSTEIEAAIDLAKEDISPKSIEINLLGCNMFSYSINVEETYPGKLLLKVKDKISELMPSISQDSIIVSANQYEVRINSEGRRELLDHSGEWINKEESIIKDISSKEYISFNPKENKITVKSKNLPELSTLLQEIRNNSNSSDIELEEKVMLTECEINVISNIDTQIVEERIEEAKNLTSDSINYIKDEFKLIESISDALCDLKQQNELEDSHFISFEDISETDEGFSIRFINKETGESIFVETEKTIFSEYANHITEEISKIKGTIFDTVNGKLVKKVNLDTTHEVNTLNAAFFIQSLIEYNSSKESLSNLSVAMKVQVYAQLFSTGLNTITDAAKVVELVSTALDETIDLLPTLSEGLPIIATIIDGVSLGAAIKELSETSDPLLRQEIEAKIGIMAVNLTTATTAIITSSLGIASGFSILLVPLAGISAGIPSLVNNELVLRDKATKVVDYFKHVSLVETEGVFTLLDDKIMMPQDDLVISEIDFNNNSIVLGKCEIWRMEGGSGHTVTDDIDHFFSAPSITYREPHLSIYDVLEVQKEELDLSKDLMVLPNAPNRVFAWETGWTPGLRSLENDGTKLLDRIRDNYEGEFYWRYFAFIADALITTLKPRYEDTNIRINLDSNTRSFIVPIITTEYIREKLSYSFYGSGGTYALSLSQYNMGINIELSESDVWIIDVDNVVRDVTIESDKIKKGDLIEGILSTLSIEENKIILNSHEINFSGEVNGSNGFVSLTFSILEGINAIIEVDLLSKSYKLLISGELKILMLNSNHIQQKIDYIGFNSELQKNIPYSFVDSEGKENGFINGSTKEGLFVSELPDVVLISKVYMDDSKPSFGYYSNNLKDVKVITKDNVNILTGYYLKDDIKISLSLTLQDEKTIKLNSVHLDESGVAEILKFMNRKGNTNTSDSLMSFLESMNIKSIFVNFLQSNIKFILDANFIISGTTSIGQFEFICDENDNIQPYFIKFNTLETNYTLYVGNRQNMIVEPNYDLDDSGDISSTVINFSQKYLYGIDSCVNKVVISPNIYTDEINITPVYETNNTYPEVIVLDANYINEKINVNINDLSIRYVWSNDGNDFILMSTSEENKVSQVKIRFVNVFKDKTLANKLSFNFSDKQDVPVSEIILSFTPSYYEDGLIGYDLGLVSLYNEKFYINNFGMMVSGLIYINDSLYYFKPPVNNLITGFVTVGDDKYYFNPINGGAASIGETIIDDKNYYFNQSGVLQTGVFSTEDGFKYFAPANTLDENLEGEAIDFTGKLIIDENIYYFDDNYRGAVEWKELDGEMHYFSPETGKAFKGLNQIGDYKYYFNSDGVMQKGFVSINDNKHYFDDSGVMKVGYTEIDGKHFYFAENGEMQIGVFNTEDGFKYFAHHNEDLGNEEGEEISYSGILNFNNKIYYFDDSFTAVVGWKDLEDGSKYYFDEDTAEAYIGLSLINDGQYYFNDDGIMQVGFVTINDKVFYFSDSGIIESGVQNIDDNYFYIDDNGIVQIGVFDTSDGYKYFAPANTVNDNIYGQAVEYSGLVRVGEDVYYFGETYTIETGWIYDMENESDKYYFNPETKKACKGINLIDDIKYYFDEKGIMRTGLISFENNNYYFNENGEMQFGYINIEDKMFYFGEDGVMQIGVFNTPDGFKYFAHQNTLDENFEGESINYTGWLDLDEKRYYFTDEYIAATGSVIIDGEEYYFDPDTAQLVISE
* marks the source's active call; other numbers are inactive results. This is a subset; the hit share may differ from the screen's.

SMILES	TcdB inh
CO[C@H]1CN(C)C(=O)c2cc(NS(C)(=O)=O)ccc2OC[C@H](C)NC[C@H]1C	-9.5
C[C@H](CO)N1C[C@H](C)[C@H](CN(C)Cc2ccccc2)Oc2ccc(NC(=O)CCC(F)(F)F)cc2CC1=O	-0.2
C[C@H](CO)N1C[C@H](C)[C@@H](CN(C)C(=O)c2ccccc2F)Oc2cc(-c3ccc(F)cc3)ccc2S1(=O)=O	-0.1
C[C@H]1CN([C@@H](C)CO)C(=O)c2cccc(NS(=O)(=O)c3ccc(F)cc3)c2O[C@@H]1CN(C)Cc1ccc(C(=O)Nc2ccccc2N)cc1	1.5
COc1cccc(-c2ccc([C@H]3[C@@H](CO)N4C(=O)CN(C(=O)C5CCOCC5)C[C@@H]34)cc2)c1	-2.2
Cc1ccc(S(=O)(=O)N(C)C[C@@H]2Oc3ccc(N(C)C)cc3CC(=O)N([C@@H](C)CO)C[C@@H]2C)cc1	-3.5
C[C@H](CO)N1C[C@H](C)[C@H](CN(C)S(=O)(=O)c2cccs2)Oc2ccc(NC(=O)C3CC3)cc2CC1=O	-0.2
C[C@H](NC(=O)C[C@@H]1CC[C@H](NC(=O)CN2CCOCC2)[C@@H](CO)O1)c1ccccc1	0.6
CO[C@@H]1CN(C)C(=O)c2ccc(NC(=O)c3ccccc3F)cc2OC[C@H](C)N(C(C)=O)C[C@H]1C	0.0
C/C=C/c1ccc([C@@H]2[C@@H](CO)N(C(C)=O)[C@H]2CNC(=O)c2ccccc2)cc1	-0.1
CC(C)NC(=O)N(C)C[C@H]1Oc2ccc(N(C)C)cc2C(=O)N([C@@H](C)CO)C[C@@H]1C	0.3
C[C@@H]1CN([C@@H](C)CO)C(=O)c2cc(NS(=O)(=O)c3cn(C)cn3)ccc2O[C@@H](C)CCCCO[C@H]1CN(C)C(=O)c1ccncc1	0.4
O=C(C1CCCC1)N1CC2(C1)[C@@H](c1ccccc1)[C@@H](CO)N2CC1CC1	0.1
CN1c2ccc(-c3cccc(C#N)c3)cc2[C@H]2[C@H](CCN2C(=O)C2CCCC2)[C@H]1CO	0.8
N#C[C@H]1[C@H](c2ccccc2C2=CCCC2)[C@@H](CO)N1C(=O)NC1CCCC1	-0.2
Cc1noc(C)c1S(=O)(=O)N(C)C[C@@H]1OCc2ccccc2-c2ccccc2C(=O)N([C@@H](C)CO)C[C@@H]1C	0.0
COCC(=O)N1C[C@@H](C)[C@H](OC)CN(C)C(=O)c2ccc(NC(=O)c3ccc(F)cc3)cc2OC[C@H]1C	0.2
C[C@H](C(=O)N(C)C[C@@H]1OCc2ccccc2-c2ccccc2C(=O)N([C@H](C)CO)C[C@H]1C)c1ccccc1	-0.5
O=C(Cc1cccnc1)N[C@H]1CC[C@@H](CCn2cc(Cc3ccccc3)nn2)O[C@H]1CO	-1.0
Cc1noc(C)c1S(=O)(=O)Nc1ccc2c(c1)C(=O)N([C@H](C)CO)C[C@@H](C)[C@@H](CN(C)C(=O)Cc1ccccc1)OCCCC[C@@H](C)O2	-0.1
COc1ccc(NC(=O)N(C)C[C@@H]2Oc3c(NC(=O)NC(C)C)cccc3C(=O)N([C@H](C)CO)C[C@@H]2C)cc1	-6.8
COc1ccc2c3c([nH]c2c1)[C@H](CO)N(C(=O)c1ccncc1)CC31CCN(Cc2cccnc2)CC1	-0.7
C[C@H](CO)N1C[C@H](C)[C@@H](CN(C)S(C)(=O)=O)Oc2ncc(C#Cc3ccccc3F)cc2C1=O	-1.0
C[C@H](CO)N1C[C@H](C)[C@H](CN(C)C(=O)Nc2ccc(C(F)(F)F)cc2)Oc2c(NC(=O)NC3CCCCC3)cccc2C1=O	-0.4
C[C@@H]1CN([C@@H](C)CO)C(=O)c2cc(C#CCc3ccccc3)cnc2O[C@H]1CN(C)Cc1ccccc1	-0.2

Next compounds
SMILES	TcdB inh
COc1cccc(S(=O)(=O)N[C@H]2CC[C@@H](CC(=O)NC3Cc4ccccc4C3)O[C@H]2CO)c1	0.8
CC(C)NC(=O)Nc1ccc2c(c1)C(=O)N([C@H](C)CO)C[C@H](C)[C@H](CN(C)CC1CCCCC1)OCCCC[C@H](C)O2	-0.2
COc1ccccc1NC(=O)N1C[C@@H](C)[C@H](OC)CN(C)C(=O)c2ccc(NC(=O)c3ccccn3)cc2OC[C@H]1C	-1.7
C[C@@H]1CCCCO[C@H](CN(C)C(=O)Nc2ccc3c(c2)OCO3)[C@@H](C)CN([C@@H](C)CO)C(=O)c2cc(N(C)C)ccc2O1	-27.0
CC(C)(O)C#Cc1ccc([C@@H]2[C@H](CO)N3CCCCN(C(=O)c4ccc(F)cc4)C[C@@H]23)cc1	-1.4
COc1ccc(NC(=O)N(C)C[C@H]2Oc3c(NC(=O)c4cc(C)nn4C)cccc3C(=O)N([C@H](C)CO)C[C@@H]2C)cc1	0.3
COc1ccc(NC(=O)Nc2ccc3c(c2)C(=O)N([C@H](C)CO)C[C@@H](C)[C@H](CN(C)S(=O)(=O)c2ccccc2)OCCCC[C@H](C)O3)cc1	0.1
Cc1ccc(S(=O)(=O)N(C)C[C@H]2Oc3cc(C#Cc4ccncc4)ccc3S(=O)(=O)N([C@H](C)CO)C[C@H]2C)cc1	-0.8
Cc1noc(C)c1NC(=O)Nc1ccc2c(c1)C(=O)N([C@@H](C)CO)C[C@@H](C)[C@H](CN(C)C(=O)Nc1ccccc1)OCCCC[C@H](C)O2	-2.9
COc1ccc(CN(C)C[C@@H]2OCCCC[C@H](C)Oc3ccc(NS(C)(=O)=O)cc3C(=O)N([C@@H](C)CO)C[C@@H]2C)cc1	1.3
CNC(=O)C[C@@H]1CC[C@H]2[C@@H](COc3ccc(NC(=O)Nc4cc(C)cc(C)c4)cc3C(=O)N2C)O1	0.1
CC(C)C#Cc1cnc2c(c1)C(=O)N([C@H](C)CO)C[C@H](C)[C@H](CN(C)C(=O)Nc1cc(F)ccc1F)O2	0.5
C[C@H](CO)N1C[C@H](C)[C@H](CN(C)C(=O)c2ccccc2)OCCCC[C@H](C)Oc2ccc(NS(=O)(=O)c3ccc(F)cc3)cc2C1=O	-2.7
CC(C)NC(=O)Nc1ccc2c(c1)CC(=O)N([C@@H](C)CO)C[C@H](C)[C@@H](CN(C)Cc1ccc(C(=O)O)cc1)O2	0.5
COc1ccc(S(=O)(=O)NC[C@@H]2CC[C@H]3[C@H](CN3Cc3cc(F)ccc3F)O2)cc1	-9.0
O=C(N[C@H]1CC[C@@H](CC(=O)N2CCc3ccccc3C2)O[C@@H]1CO)C1CC1	-11.4
O=C(C[C@@H]1C=C[C@H](NS(=O)(=O)c2ccccc2)[C@H](CO)O1)NCc1ccccc1F	-8.0
C[C@H](CO)N1C[C@H](C)[C@H](CN(C)C(=O)Nc2cccc3ccccc23)OCCCC[C@H](C)Oc2ccc(NS(=O)(=O)c3ccc(Cl)cc3)cc2C1=O	0.6
Cc1ccc(S(=O)(=O)Nc2ccc3c(c2)C(=O)N([C@@H](C)CO)C[C@@H](C)[C@@H](CN(C)C(=O)Nc2c(C)noc2C)OCCCC[C@H](C)O3)cc1	-0.5
O=C(Nc1ccccc1)[C@@H]1[C@@H](CO)[C@@H]2Cn3c(cccc3=O)[C@@H]2N1C(=O)C1CC1	-0.8
C[C@H](CO)N1C[C@H](C)[C@H](CN(C)C)Oc2cc(-c3ccc(C#N)cc3)ccc2S1(=O)=O	2.4
C[C@@H]1CN([C@H](C)CO)C(=O)Cc2cc(NC(=O)Cc3ccccc3)ccc2O[C@H]1CN(C)Cc1ccc(-c2ccccc2)cc1	-1.6
Cc1noc(C)c1NC(=O)Nc1ccc2c(c1)C(=O)N([C@@H](C)CO)C[C@@H](C)[C@H](CN(C)C(=O)CCCN(C)C)OCCCC[C@H](C)O2	-1.2
COCC(=O)N1C[C@@H](C)[C@H](OC)CN(C)C(=O)c2cc(NC(=O)c3ccccc3)ccc2OC[C@H]1C	-0.8
C[C@H](CO)N1C[C@H](C)[C@H](CN(C)C(=O)NC2CCCCC2)Oc2cc(C#Cc3cccc(F)c3)ccc2S1(=O)=O	-5.3

Structures above that contain an aryl methoxy group (9):
SMILES	TcdB inh
COc1cccc(-c2ccc([C@H]3[C@@H](CO)N4C(=O)CN(C(=O)C5CCOCC5)C[C@@H]34)cc2)c1	-2.2
COc1ccc(NC(=O)N(C)C[C@@H]2Oc3c(NC(=O)NC(C)C)cccc3C(=O)N([C@H](C)CO)C[C@@H]2C)cc1	-6.8
COc1ccc2c3c([nH]c2c1)[C@H](CO)N(C(=O)c1ccncc1)CC31CCN(Cc2cccnc2)CC1	-0.7
COc1cccc(S(=O)(=O)N[C@H]2CC[C@@H](CC(=O)NC3Cc4ccccc4C3)O[C@H]2CO)c1	0.8
COc1ccccc1NC(=O)N1C[C@@H](C)[C@H](OC)CN(C)C(=O)c2ccc(NC(=O)c3ccccn3)cc2OC[C@H]1C	-1.7
COc1ccc(NC(=O)N(C)C[C@H]2Oc3c(NC(=O)c4cc(C)nn4C)cccc3C(=O)N([C@H](C)CO)C[C@@H]2C)cc1	0.3
COc1ccc(NC(=O)Nc2ccc3c(c2)C(=O)N([C@H](C)CO)C[C@@H](C)[C@H](CN(C)S(=O)(=O)c2ccccc2)OCCCC[C@H](C)O3)cc1	0.1
COc1ccc(CN(C)C[C@@H]2OCCCC[C@H](C)Oc3ccc(NS(C)(=O)=O)cc3C(=O)N([C@@H](C)CO)C[C@@H]2C)cc1	1.3
COc1ccc(S(=O)(=O)NC[C@@H]2CC[C@H]3[C@H](CN3Cc3cc(F)ccc3F)O2)cc1	-9.0

Random excerpt: two compounds from above.
SMILES	TcdB inh
C[C@H](CO)N1C[C@H](C)[C@H](CN(C)C(=O)NC2CCCCC2)Oc2cc(C#Cc3cccc(F)c3)ccc2S1(=O)=O	-5.3
COc1ccc(NC(=O)N(C)C[C@H]2Oc3c(NC(=O)c4cc(C)nn4C)cccc3C(=O)N([C@H](C)CO)C[C@@H]2C)cc1	0.3

Carrying on.
SMILES	TcdB inh
CNC(=O)C[C@H]1CC[C@H]2[C@H](COc3ccc(NC(=O)c4ccc(F)cc4)cc3C(=O)N2C)O1	0.5
O=C(Cc1cccnc1)N[C@H]1CC[C@H](CCNS(=O)(=O)c2ccccc2Cl)O[C@@H]1CO	1.0
CCCN(C)C[C@@H]1Oc2ncc(-c3ccccc3OC)cc2C(=O)N([C@H](C)CO)C[C@H]1C	-1.0
COc1ccc(NC(=O)N2CC(=O)N3[C@@H](CO)[C@H](c4ccc(C5=CCCC5)cc4)[C@@H]3C2)cc1	0.7
C[C@@H]1CN([C@H](C)CO)C(=O)c2cc(NS(=O)(=O)c3ccc(Cl)cc3)ccc2O[C@@H]1CN(C)C(=O)Nc1ccc2c(c1)OCO2	0.6
CCNC(=O)[C@H]1[C@H](CO)[C@H]2Cn3c(ccc(-c4ccccc4F)c3=O)[C@H]2N1C(=O)CC	0.7
C[C@H]1CN([C@@H](C)CO)C(=O)c2cc(-c3ccncc3)cnc2O[C@@H]1CN(C)C(=O)c1ccncc1	-0.6
CCS(=O)(=O)Nc1ccc2c(c1)C(=O)N(C)C[C@@H](OC)[C@@H](C)CN(CCC(F)(F)F)[C@@H](C)CO2	-0.1
CC(C)NC(=O)N(C)C[C@H]1OCCCC[C@@H](C)Oc2ccc(NC(=O)Cc3ccccc3)cc2C(=O)N([C@@H](C)CO)C[C@@H]1C	1.3
Cc1noc(C)c1NC(=O)Nc1ccc2c(c1)C(=O)N([C@H](C)CO)C[C@@H](C)[C@@H](CN(C)S(=O)(=O)c1ccc(F)cc1)OCCCC[C@H](C)O2	0.8
CCC(=O)N(C)C[C@H]1Oc2ncc(-c3ccc(F)cc3)cc2C(=O)N([C@@H](C)CO)C[C@@H]1C	-1.0
CCCC#Cc1ccc([C@H]2[C@@H](CO)N(S(=O)(=O)c3cccc(F)c3)[C@H]2C#N)cc1	0.9
CC=Cc1ccc2n(c1=O)C[C@H]1[C@H](CO)[C@@H](C(=O)NCCCN(C)C)N(Cc3cocn3)[C@@H]21 (mixture of isomers)	0.7
Cc1ccc(S(=O)(=O)Nc2ccc3c(c2)CC(=O)N([C@@H](C)CO)C[C@H](C)[C@H](CN(C)C)O3)cc1	-0.4
Cc1noc(C)c1NC(=O)N(C)C[C@H]1Oc2ccc(NC(=O)NC3CCCCC3)cc2CC(=O)N([C@@H](C)CO)C[C@@H]1C	0.0
CN(C)C(=O)C[C@@H]1CC[C@H]2[C@@H](COC[C@H](O)CN2Cc2nccs2)O1	0.8
C[C@@H]1CN([C@H](C)CO)C(=O)Cc2cc(NC(=O)Nc3ccc4c(c3)OCO4)ccc2O[C@H]1CN(C)Cc1ccc2c(c1)OCO2	0.2
COc1ccccc1C(=O)N1C[C@H]2[C@@H](c3ccccc31)[C@H](CO)N2C(=O)C1CCCC1	-0.9
COc1ccccc1S(=O)(=O)N(C)C[C@H]1OCc2ccccc2-c2ccccc2C(=O)N([C@@H](C)CO)C[C@@H]1C	0.6
C[C@@H]1CN([C@@H](C)CO)C(=O)c2cccc(NC(=O)Nc3ccc4c(c3)OCO4)c2O[C@@H]1CN(C)C(=O)Nc1ccc2c(c1)OCO2	-0.6
O=C(Nc1ccccc1F)N[C@@H]1CC[C@H](CCNC(=O)C2CCOCC2)O[C@@H]1CO	-1.0
C[C@H]1CN([C@@H](C)CO)C(=O)c2cccc(NC(=O)C3CCCCC3)c2O[C@@H]1CN(C)Cc1ccc(C(F)(F)F)cc1	0.8
OC[C@H]1[C@H](c2ccc(-c3ccc(F)cc3)cc2)[C@H]2CN(Cc3ccccn3)CCCCN21	-0.1
N#C[C@H]1[C@H](c2ccc(-c3cncnc3)cc2)[C@@H](CO)N1C(=O)Cc1ccccc1	-0.9
CN(C)CC#Cc1cccc(-c2nc(C(=O)N3CCN(C)CC3)cc3c2[C@@H](CCO)N(S(=O)C(C)(C)C)C3)c1 (stereo partly specified)	2.0
CCCN(C)C[C@@H]1Oc2cc(C#Cc3ccccc3OC)ccc2S(=O)(=O)N([C@H](C)CO)C[C@@H]1C	0.3
C[C@H](CO)N1C[C@H](C)[C@@H](CN(C)CC2CCCCC2)OCc2ccccc2-c2c(n(C)c3ccccc23)C1=O	1.9
O=C(Nc1ccc2c(c1)[C@@H]1C[C@H](CC(=O)N3CCc4ccccc4C3)O[C@H](CO)[C@@H]1O2)C1CCOCC1	-1.1
CNC[C@H]1Oc2cc(C#CC3(O)CCCC3)ccc2S(=O)(=O)N([C@H](C)CO)C[C@@H]1C	-0.2
COCC(=O)Nc1ccc2c(c1)OC[C@H](C)N(Cc1ccncc1)C[C@H](C)[C@H](OC)CN(C)C2=O	-0.5
